GRK2 aptamer HTS – human GRK2 inhibition via aptamer displacement. P25098. actives 0.59% (n = 330,000). inhibition of aptamer binding, % at 10 µM. bead flow cytometry, FAM-aptamer displacement from GRK2;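 active = inhibition of aptamer binding above 40%, roughly 3 SD of noise, on plates passing a quality check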;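 note: median bead fluorescence of bound FAM aptamer so fluorescent compounds give negative values; no value below 0 was filed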
GLD-1 RNA inh – GLD-1-TGE RNA interaction inhibition (C. elegans) | purified GLD-1 + fluorescein TGE RNA, fluorescence polarization | inhibition, % at 5.96 µM | actives 0.44% (n = 320,000);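 active = percent inhibition above a per-plate cutoff, the plate mean of test compounds plus 3 SD, cut at about 30% in these data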;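 note: 0% = DMSO wells with GLD-1 and probe and 100% = wells lacking GLD-1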
MCL1-BIM inh – disrupts human MCL1 binding to BIM-BH3 peptide | Q07820 | GST-MCL1 / FITC-Bim-BH3 fluorescence polarization | inhibition, % at 10.9 µM | actives 0.68% (n = 320,000);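 active = inhibition above the mean inhibition of all tested compounds plus 3 SD, set per campaign, cut at about 40% in these data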;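 note: 0% = DMSO wells and 100% = unlabeled Bim-BH3 peptide control; higher means more loss of mP so more displacement of Bim peptide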
Target sequence (Q07820 whole entry, looked up): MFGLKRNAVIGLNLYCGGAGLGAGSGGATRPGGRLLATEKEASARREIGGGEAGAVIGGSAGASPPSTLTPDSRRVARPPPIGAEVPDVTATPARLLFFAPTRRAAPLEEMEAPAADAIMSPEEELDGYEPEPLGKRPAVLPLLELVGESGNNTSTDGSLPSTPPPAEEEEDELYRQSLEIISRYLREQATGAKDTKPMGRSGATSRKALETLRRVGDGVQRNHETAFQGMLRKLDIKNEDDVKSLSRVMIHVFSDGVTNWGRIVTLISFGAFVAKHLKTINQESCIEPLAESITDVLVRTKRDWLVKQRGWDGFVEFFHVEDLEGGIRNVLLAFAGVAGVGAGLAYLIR
VLA-4 inh – inhibition in a human VLA-4 binding assay; P13612; VLA-4 expressing cells, ligand binding flow cytometry; inhibition, % (about 7 µM as worked out from the volumes in the protocol); actives 0.2% (n = 330,000); in the data active = inhibition above about 50%
CIT2 TOR yeast – yeast TOR pathway CIT2-GFP modulation. S. cerevisiae CIT2-GFP strain, flow cytometry, 3 h; 100 means same as DMSO wells. GFP response vs DMSO, % at 10 µM. actives 0.065% (n = 320,000). AID 2029;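 active = GFP response relative to DMSO above a set limit, near the screen mean plus 3 SD, cut at about 150% in these data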;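 note: ratio of well median GFP fluorescence to mean of DMSO wells on the plate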
AGP1 TOR yeast – yeast TOR pathway AGP1-GFP modulation. S. cerevisiae AGP1-GFP multiplex flow cytometry, 3 h; GFP as percent of DMSO wells. GFP response vs DMSO, % at 10 µM. actives 0.02% (n = 320,000);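 active = GFP response relative to DMSO above a set limit, near screen average plus 3 SD, cut at about 150% in these data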;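 note: median GFP channel fluorescence of the gated AGP1 strain per well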
MEX-5 binding – C. elegans MEX-5 TCR-2 RNA binding activity; Q9XUB2; MEX-5/FITC-TCR2 RNA binding, fluorescence polarization; active compounds read low; activity score (negative = inhibition of binding), % at 10 µM; actives 0.38% (n = 300,000); AID 1832;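 active = inhibition past about -25% in most replicates, and total fluorescence under double the plate's negative control median, limit read from the data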;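 note: 0% = DMSO and -100% = 5 µM competing unlabeled TCR2 RNA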
Target sequence (Q9XUB2 whole entry, looked up): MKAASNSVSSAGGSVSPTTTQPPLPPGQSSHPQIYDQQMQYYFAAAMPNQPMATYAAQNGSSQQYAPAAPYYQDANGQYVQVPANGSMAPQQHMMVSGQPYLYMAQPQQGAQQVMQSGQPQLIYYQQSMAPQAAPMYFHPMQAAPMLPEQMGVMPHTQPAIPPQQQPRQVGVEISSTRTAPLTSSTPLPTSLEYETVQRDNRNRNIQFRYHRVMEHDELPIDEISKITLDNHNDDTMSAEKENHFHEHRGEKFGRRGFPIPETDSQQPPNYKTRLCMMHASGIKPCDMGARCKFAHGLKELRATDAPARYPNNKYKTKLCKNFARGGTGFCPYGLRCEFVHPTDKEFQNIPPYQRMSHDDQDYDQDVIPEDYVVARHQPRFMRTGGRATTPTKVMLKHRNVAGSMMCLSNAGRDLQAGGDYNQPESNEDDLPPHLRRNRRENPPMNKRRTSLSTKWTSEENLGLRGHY
Fam108B counter – Fam108B inhibition, counter-screen for RBBP9 inhibitors | actives 0.33% (n = 300,000) | inhibition, % at 9.51 µM | recombinant Fam108B, FP-Rh probe fluorescence polarization;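 active = inhibition above the screen mean inhibition plus 3 SD, computed separately per campaign, cut at about 18% in these data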;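 note: inhibitors lower polarization as less probe binds the enzyme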
BCLXL inh – Bcl-xL (human) inhibition; GST-Bcl-xL / FITC-Bim BH3 peptide fluorescence polarization; Q07817; AID 2129; actives 0.7% (n = 320,000); inhibition, % at 10.9 µM;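 active = inhibition above the mean of all tested compounds plus 3 SD, cutoff set per campaign, cut at about 30% in these data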;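 note: 0% = DMSO wells and 100% = unlabeled Bim-BH3 peptide competitor; inhibitors lower millipolarization by displacing the labeled peptide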
Active calls of the source: *; . = no result given. No enrichment for hits, and some 2.2% of all compounds hit somewhere here.

SMILES	GRK2 aptamer HTS	GLD-1 RNA inh	MCL1-BIM inh	VLA-4 inh	CIT2 TOR yeast	AGP1 TOR yeast	MEX-5 binding	Fam108B counter	BCLXL inh
COc1ccc(CCNC(=O)CSc2nc3[nH]ncc3c(=O)n2-c2cccc(C(F)(F)F)c2)cc1OC	0	-2	-2	-12	98	96	0.0	0	1
Cc1ccc(NC(=O)/C(=C\C=C\c2ccccc2)NC(=O)c2ccccc2)cc1	1	-5	1	2	98	95	0.3	-8	-1
CCCC(=O)c1ccc(N2CCCCCC2)c(F)c1	4	-9	-18	22	79	96	-0.2	-6	-8
COc1ccc2cc3cc(C(=O)N4CCCC(C)C4)oc3nc2c1 (centres undefined)	0	0	0	10	98	94	-0.2	0	2
CCCCn1c(CN(Cc2ccccc2)Cc2ccccc2)nc2c1c(=O)n(C)c(=O)n2C	3	-5	4	17	89	94	-0.9	-2	4
CCOc1cc(NC(=S)NCC2CCCO2)c(OCC)cc1NC(=O)c1ccc(F)cc1 (centres undefined)	0	5	4	5	104	98	-0.4	-3	7
C1CCc2nc3c(nc2C1)CCCC3	17	3	3	-18	95	104	1.7	2	0
C=CCc1cc(Cl)ccc1OCCOCCNC(C)CC (centres undefined)	0	-3	-15	0	112	106	-2.1	1	-7
Cc1cc(C)c(OCC(=O)Nc2cccc(NC(=O)c3ccco3)c2)c(Br)c1	0	-5	-2	-11	88	99	-0.6	-27	1
O=C(Cc1c(F)cccc1Cl)NCCN1CCOCC1	1	5	-4	1	91	94	-1.9	0	1
O=C(O)c1cccn2c(=O)c3ccccc3nc12	0	-2	5	14	93	96	-6.0	3	4
COc1cc(NS(=O)(=O)c2ccc(NC(C)=O)cc2)ncn1	0	5	-1	8	109	100	0.5	2	4
CCN(CC)C(=O)Cn1cc(S(=O)(=O)CC(=O)NC2CCCCC2)c2ccccc21	0	-3	-9	7	103	99	2.1	-6	0
C#CC[N+](C)(C)CC#Cc1ccc(C)cc1	0	3	6	-19	95	88	0.4	0	6
Cc1ccc(S(=O)(=O)NCCCC(=O)O)cc1	0	-6	-4	1	97	.	0.2	4	6
Cc1ccccc1CSc1nnc(-c2ccco2)n1Cc1ccco1	2	5	3	-3	96	96	3.0	-1	0
Cc1ccc(/C=C(\C#N)C(=O)NC(C)c2ccccc2)o1 (centres undefined)	9	-4	-9	-2	93	88	-17	0	-5
O=C(C1=NN(c2ccccc2)C2C(=O)N(c3cccc(Cl)c3)C(=O)C12)c1ccccc1 (centres undefined)	2	5	14	-4	101	94	.	-4	32*
Cn1cnc([N+](=O)[O-])c1Cl	1	5	5	6	103	113	-0.4	3	4
CC1(C)Nc2ccccc2C(=O)N1c1ccc(Br)cc1	2	6	-4	-4	105	97	1.1	-1	3
COc1cccc(-c2c(C(=O)N/N=C/c3ccncc3)nnn2-c2nonc2N)c1	1	1	-3	11	111	67	-1.1	7	4
CC1CCCCC1NC(=O)COC(=O)Cc1ccc(Cl)cc1 (centres undefined)	2	0	-6	-8	103	97	.	.	-4
CCCCn1nc(C(=O)Nc2cc(C(F)(F)F)ccc2N2CCOCC2)ccc1=O	4	6	1	5	98	100	.	.	2
CCCN(C(=O)/C=C/c1nc2ccccc2s1)C1CCS(=O)(=O)C1 (centres undefined)	0	5	2	-8	95	92	.	.	2
COc1cc(SC)ccc1C(=O)N1CCN(Cc2ccccc2)CC1	2	0	7	8	103	101	2.2	3	4
Cc1cc(C)c(S(=O)(=O)c2ccc(Cl)cc2C)c(Cl)n1	0	-2	-5	4	87	91	1.7	-1	-6
S=c1[nH]nc(COc2cccc(Cl)c2)n1Cc1ccccc1	1	-1	-21	3	99	99	-0.1	-1	-16
COc1ccc(-c2noc(CCC(=O)NCc3cccnc3)n2)cc1	0	5	8	-4	82	98	2.1	3	3
O=C(COC(=O)c1ccc[nH]c1=O)Nc1ccc(N2CCCCC2)cc1	0	-3	.	4	99	105	.	.	.
COc1ccc2c(c1OC)C(=O)OC2CC(=O)O (centres undefined)	0	-8	5	1	92	95	-0.6	-5	-1
Nc1cc(Cl)nc(N/N=C/c2ccccc2[N+](=O)[O-])n1	0	4	-2	5	105	103	0.3	3	-2
Cc1ccccc1-c1nnc(SCC(=O)Nc2ccc(Cl)cc2)n1N	4	-9	0	-14	98	99	1.2	2	4
CCOC(=O)c1sc(NC(=O)CSc2n[nH]c(-c3ccncc3)n2)c(C#N)c1C	1	4	-3	-4	111	110	-0.2	2	-4
Cc1ccccc1C(=O)/C(C#N)=N/Nc1c(C)n(C)n(-c2ccccc2)c1=O	4	5	9	9	98	98	0.5	-5	2
CC(=O)c1ccc(-c2ccc(C(=O)Nc3nc(-c4ccccn4)cs3)o2)cc1	1	4	.	-14	81	87	.	.	.
COc1cc(NC2c3ccccc3C(=O)N2Cc2ccccc2Cl)cc(OC)c1 (centres undefined)	2	-2	7	2	96	101	1.5	6	4
CC(C)(C)Nc1nc(SCc2ccccc2)nc(N2CCOCC2)n1	4	10	-1	10	102	93	-1.1	-3	-1
CC(=O)N1c2ccc(S(=O)(=O)N(C)CC(=O)N3CCCC3)cc2CC1C (centres undefined)	2	0	4	0	103	95	1.5	0	2
O=C(CNc1cccc2ccccc12)N/N=C/c1ccc[nH]1	0	1	4	25	107	111	-1.6	0	1
O=C(COc1ccc2ccc(=O)oc2c1)Nc1ccc(N2CCCCC2)cc1	0	4	-5	4	101	114	.	.	-2
O=C(CSc1nnc(NC(=O)C2CC2)s1)NCc1ccc(F)cc1	0	3	4	12	103	99	-0.3	4	4
C[C@H](CO)N1C[C@H](C)[C@@H](CN(C)C)Oc2c(NC(=O)c3ccncc3)cccc2C1=O	4	5	.	3	104	103	.	.	.
Nc1nnn(CC(=O)N/N=C/c2ccc(O)cc2)n1	0	-1	-4	3	89	100	0.9	2	3
Cc1ccc(NC(=O)NCc2cccn2C)cc1C	0	1	0	-3	109	103	-1.5	0	2
O=C(c1cc2c(s1)CCCC2)N1CCN(CCO)CC1	0	0	.	-1	96	94	.	.	.
O=C(c1ccco1)N1CCN(c2ccc(N3CCCCC3)nn2)CC1	1	6	-4	8	101	106	-4.2	-3	1
CC(C)(O)C#Cc1ccc(C(=O)N2CCCC(CCC(=O)NCc3ccccc3F)C2)cc1 (centres undefined)	3	5	3	-105	90	95	-0.4	0	6
CCCOC(=O)c1ccc(OC(=O)c2ccco2)cc1	21	5	7	-18	92	91	1.8	-1	4
CCCC(=O)Nc1ccc(C(=O)NN2C(=O)c3ccccc3C2=O)cc1	2	-2	6	8	102	99	1.5	2	5
COC(=O)c1[nH]c2ccc(C)cc2c1NC(=O)CN1CCN(c2ccc(F)cc2)CC1	1	-3	-5	-13	82	89	-3.3	0	1

Additional structures:
SMILES	GRK2 aptamer HTS	GLD-1 RNA inh	MCL1-BIM inh	VLA-4 inh	CIT2 TOR yeast	AGP1 TOR yeast	MEX-5 binding	Fam108B counter	BCLXL inh
C/C=C(/C)C(=O)Nc1cccc(C2=NOC3(C2)C[C@H](C(N)=O)N(C(=O)c2ccc(Cl)cc2)C3)c1 (some centres undefined)	2	-12	12	14	86	92	-0.8	4	7
COc1ccc(-c2nnc(SC(C)C(=O)NC3CC3)o2)cc1 (centres undefined)	2	4	3	10	83	86	.	.	4
COc1ccc(OC)c(C2C(C(C)=O)=C(O)C(=O)N2Cc2cccnc2)c1 (centres undefined)	0	-2	2	11	98	94	0.2	-1	1
COc1ccc(S(=O)(=O)N2CCN(c3ccccc3OC)CC2)cc1OC	0	-2	8	-30	108	100	-0.8	2	8
Cc1ccc(CS(=O)(=O)CCC(=O)N2CCOCC2)cc1	2	5	-4	16	97	100	-1.2	0	0
COc1cccc(NC(=O)c2nn(C)cc2Br)c1	1	1	2	13	96	112	1.6	-1	1
COc1ccccc1/C=C/C=N/N1CCN(Cc2cccc3ccccc23)CC1	0	-2	5	-8	115	94	3.4	4	7
CCC(=O)OC1c2ccccc2C(=O)N1Cc1ccccc1 (centres undefined)	4	1	-2	-3	105	100	2.5	-6	5
CCCCCOc1ccc(NC(=O)c2cc(SC)ccc2Cl)cc1	0	4	-2	4	104	99	1.8	3	5
NS(=O)(=O)c1cccc(NC(=O)CSc2nnc3n2CCCCC3)c1	13	2	.	-10	107	102	.	.	.
C=CCc1c(C)nc2cc(-c3ccccc3)[nH]n2c1=O	1	.	.	10	105	98	-0.9	.	.
Cc1ccc(F)cc1NC(=O)CCOc1ccccc1	3	7	-7	16	87	97	-0.8	-2	-5
Nc1nonc1-n1nnc(C(=O)N/N=C/c2ccccc2F)c1CN1CCOCC1	5	6	1	6	98	104	-4.6	-1	1
CC(C)(C)c1ccc2c(c1)OCC(C(=O)O)O2 (centres undefined)	0	3	-3	28	98	108	0.6	1	1
CCn1nnnc1SCC(=O)Nc1cccc(NC(C)=O)c1	1	-6	11	13	103	101	-0.1	1	12
CCOC(=O)C1=C(C)Nc2ncnn2C1c1ccccc1F (centres undefined)	0	1	6	15	92	99	3.2	1	10
CS(=O)(=O)c1ccc(Cl)c(NC(=O)COC(=O)CNC(=O)c2ccc(Br)o2)c1	3	-2	-1	-5	96	99	1.0	5	0

High-throughput results: PubChem, several laboratories
